G6PDH counter – L. mesenteroides G6PDH inhibitors, counter-screen for G6PDH-coupled screening assays, biochemical, Leuconostoc mesenteroides enzyme; glucose-6-phosphate dehydrogenase [Leuconostoc mesenteroides]; 0.12% of 200,000 active; Purified L. mesenteroides G6PDH, diaphorase/resazurin coupled fluorescence, 45 min; inhibition, % at 5 µM; AID 1020, 2008; in the data active = inhibition above about 50%
TNAP inh hi DEA – human TNAP enzyme inhibitors, primary screen, biochemical, luminescent, high phosphate acceptor level, uHTS | purified TNAP, CDP-star luminescence, 1 M DEA | inhibition, % at 20 µM | 0.03% of 200,000 active | AID 1135, 2008;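 active = over 50% inhibition of tissue-nonspecific alkaline phosphatase at 20 µM in the single-dose screen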;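 note: plate controls were DMSO wells for no effect and EDTA-quenched wells as full inhibition for full effect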
HMGR II inh – inhibitors of E. faecalis class II HMGR, primary screen, biochemical, Enterococcus faecalis | HMG-CoA reductase (Enterococcus faecalis, mvaE) | purified E. faecalis HMGR, NADPH absorbance 340 nm kinetic | inhibition, % at 10 µM | 0.41% of 190,000 active | AID 1066, 2008;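 active = inhibition above a set limit, the median over all tested compounds plus 3 SD, cut at about 9.5% in these data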;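 note: enzyme runs in reverse so mevalonate oxidation gives rising NADPH absorbance; 0% = complete reaction with DMSO and 100% = background rate lacking mevalonate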
Diaphorase inh – diaphorase inhibitors and chemical oxidizers, primary screen, counter-screen for diaphorase-coupled primary assays, biochemical, uHTS, resorufin fluorescence. diaphorase resazurin-to-resorufin fluorescence, NADH, 16 min; bacterial (C. kluyveri) enzyme, not human. inhibition, % at 20 µM. 0.69% of 190,000 active. AID 1217, 2008;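 active = primary screen inhibition at 20 µM above a set limit, cut at about 50% in these data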;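 note: plate controls were DMSO with full reaction for no effect and wells lacking NADH for full effect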
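Test system: diaphorase enzyme from Clostridium kluyveri; amount: diaphorase at 0.14 U/mL in enzyme working solution; detection: fluorescence of resorufin formed from resazurin, Ex 544/Em 590 nm; times: reaction incubation of 16 min at room temperature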
TNAP act hiacc – TNAP activators at high phosphate acceptor level, primary screen, biochemical, luminescence, uHTS. Alkaline phosphatase, tissue-nonspecific isozyme (Homo sapiens), P05186. purified TNAP, CDP-star luminescence, 1 M DEA, 30 min; active compounds read high; 0 = EDTA background, 1 = DMSO-only activity. activation factor at 20 µM. 200,000 tested, under 10 active. AID 1136, 2008;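 active = activation factor at least 2 at 20 µM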
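Dosing: 20 µM single point. System: human TNAP. Amount: TNAP 1/800 final. Incubation: 30 min, room temperature. Read-out: TNAP activation factor scaled between EDTA and DMSO control wells. Signal: luminescence from CDP-star hydrolysis. Medium: 1 M DEA, pH 9.8, Mg2+, Zn2+. Control set: EDTA negative control, DMSO positive control.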
TNAP inh noacc – human TNAP enzyme inhibitors, primary screen, biochemical, luminescent, no phosphate acceptor, uHTS; purified TNAP, CDP-star luminescence, 30 min; inhibition, % at 20 µM; 0.26% of 200,000 active;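 active = tissue-nonspecific alkaline phosphatase inhibition above about 50% at 20 µM in the single-dose screen, limit read from the data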;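 note: 0% = DMSO negative control and 100% = EDTA positive control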
FLuc act counter – FLuc activators, initial screening, artefact control for FLuc-dependent activation tests, biochemical, ATPlite luminescence; 200,000 tested, under 10 active; activation factor at 10 µM; ATPlite luciferase biochemical, 10 min; 0 = ATP-free wells, 1 = DMSO control;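 active = luciferase activation factor, scaled between plate controls, of at least 2 with compound at 10 µM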
Target sequence (P08659 whole entry, looked up): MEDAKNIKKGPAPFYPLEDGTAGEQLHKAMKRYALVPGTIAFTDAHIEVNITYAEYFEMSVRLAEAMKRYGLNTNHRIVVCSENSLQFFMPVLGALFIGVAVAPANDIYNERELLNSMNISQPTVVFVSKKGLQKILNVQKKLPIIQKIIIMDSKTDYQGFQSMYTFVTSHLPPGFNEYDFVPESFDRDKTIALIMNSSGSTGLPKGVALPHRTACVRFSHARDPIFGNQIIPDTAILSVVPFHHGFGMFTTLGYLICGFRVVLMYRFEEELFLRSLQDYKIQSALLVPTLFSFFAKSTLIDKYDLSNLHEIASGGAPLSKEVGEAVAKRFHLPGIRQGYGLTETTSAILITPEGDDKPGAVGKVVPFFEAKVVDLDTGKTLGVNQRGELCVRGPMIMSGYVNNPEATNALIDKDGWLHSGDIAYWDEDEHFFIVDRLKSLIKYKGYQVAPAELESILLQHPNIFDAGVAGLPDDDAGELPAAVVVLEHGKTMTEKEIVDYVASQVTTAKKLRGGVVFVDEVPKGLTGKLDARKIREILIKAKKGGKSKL
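System: cell-free luciferase reagent; medium: PBS as buffer for the ATP substrate; doses: test compounds dosed from 2 mM stocks in 100% DMSO; incubation: 10 min, room temperature; measured by: luminescence from luciferase reaction; read-out: luciferase activation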
Diaph act CS – compounds boosting diaphorase resazurin reduction – biochemical, uHTS, resorufin fluorescence, counter-screen for diaphorase-coupled primary assays, primary screen; Diaphorase/resazurin coupled assay, 16 min; active compounds read high; 1 = vehicle wells, 0 = NADH-free wells; activation factor at 20 µM; 0.005% of 190,000 active; AID 1229, 2008;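 active = diaphorase activity raised at least twofold by the compound at 20 µM; inactive = activation factor below 2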
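Assay system: bacterial diaphorase enzyme (C. kluyveri) / Input: enzyme 0.07 U/mL final / Medium: 50 mM HEPES pH 7.4 with 4.542 mM MgCl2, 0.005% Tween 20 / Doses: single compound dose of 20 µM, 1% DMSO final / Incubation: 16 min enzyme reaction, ambient temperature / Signal: fluorescence, excitation 544 nm and emission 590 nm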
PMI act – activators of human PMI, primary screen, biochemical, fluorescence intensity, near-Km mannose 6-phosphate. purified human PMI, coupled resazurin fluorescence, 20 min; active compounds read high; 1 = vehicle control, 0 substrate-free wells. activation factor at 20 µM. 0.005% of 190,000 active;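 active = activation factor of 2 or more at 20 µM, relative to plate controls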
Target sequence (P34949 whole entry, looked up): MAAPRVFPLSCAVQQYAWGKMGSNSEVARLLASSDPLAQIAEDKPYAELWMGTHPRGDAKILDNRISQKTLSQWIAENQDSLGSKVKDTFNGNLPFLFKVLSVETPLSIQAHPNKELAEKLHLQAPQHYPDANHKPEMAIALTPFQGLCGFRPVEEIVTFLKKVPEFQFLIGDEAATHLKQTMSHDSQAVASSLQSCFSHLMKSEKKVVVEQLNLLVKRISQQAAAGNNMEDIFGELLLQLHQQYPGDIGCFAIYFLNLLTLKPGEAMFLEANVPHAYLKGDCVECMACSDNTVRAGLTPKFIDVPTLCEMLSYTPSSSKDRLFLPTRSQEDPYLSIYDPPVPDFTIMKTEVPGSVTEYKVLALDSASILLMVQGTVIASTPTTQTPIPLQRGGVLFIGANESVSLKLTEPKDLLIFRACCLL
PMI act satM6P – human PMI activators, high substrate, primary screen, biochemical, fluorescence intensity, near-saturating mannose 6-phosphate; Mannose-6-phosphate isomerase (Homo sapiens), P34949; coupled PMI enzyme assay, resazurin fluorescence, 20 min; active compounds read high; 1 = untreated enzyme, 0 = substrate-free blank; activation factor at 20 µM; 0.34% of 190,000 active;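 active = activation factor of 2 or more at 20 µM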
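assay system = human phosphomannose isomerase with PGI, G6PDH, diaphorase coupling enzymes | quantity = 15 ng/mL PMI | incubation = enzyme reaction with compound 20 min at room temperature | medium = HEPES pH 7.4 buffer with MgCl2 and Tween-20 | compound dosing = one concentration, 20 µM, in 1% DMSO | measured by = Diaphorase-driven resazurin-to-resorufin fluorescence, excitation 544, emission 590 nm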
Numbers without * were called inactive. Compounds as they come; overall some 1.7% were active at least once.

1	CC(=O)NC1C(OCc2ccccc2)OC2COC(C)(C)OC2C1O (configuration not stated)
2	Cc1cc(C)c(S(=O)(=O)c2ccccc2)c(OC(=O)c2c(Cl)cc(Cl)cc2Cl)n1
3	O=C(CCc1nc2ccccc2c(=O)[nH]1)OCC(=O)N1CCc2ccccc21
4	O=C(N1CCN(c2ccc(F)cc2)CC1)C12CC3CC(CC(C3)C1)C2
5	Cc1ccsc1C(=O)N/N=C/c1ccc2c(c1)OCO2
6	Cc1ccc(S(=O)(=O)N/N=C2/CC(c3ccccc3)Oc3ccccc32)cc1[N+](=O)[O-] (configuration not stated)

Assay by compound,1,2,3,4,5,6
G6PDH counter,12,4,12,3,-4,5
TNAP inh hi DEA,-1,-6,3,-1,-1,-3
HMGR II inh,-5,2,1,0,-6,-2
Diaphorase inh,13,40,13,14,12,33
TNAP act hiacc,1,1.1,1,1,1,1
TNAP inh noacc,-1,-8,-2,-7,-5,-2
FLuc act counter,1,1,1,1,0.4,1
Diaph act CS,0.9,0.6,0.9,0.9,0.9,0.7
PMI act,0.9,0.8,0.9,0.9,1,0.9
PMI act satM6P,0.9,0.9,1,0.9,1,1

7	COc1ccc(CN2CCN(S(=O)(=O)c3ccc(NC(C)=O)cc3)CC2)cc1OC
8	CCOc1ncccc1C(=O)OCC(=O)NC(=O)NC(C)C
9	CCN1C(=O)CC(C(=O)O)SC1=Nc1ccc(OC)cc1 (configuration not stated)
10	CC(=O)c1ccc(OCCCC(=O)NC(C)c2ccc(S(N)(=O)=O)cc2)cc1 (configuration not stated)
11	CCCC(CCC(=O)Nc1ccc(C(=O)OC)cc1)C(=O)O (configuration not stated)
12	CCOC(=O)C(C)n1nc(/C=C/c2ccc(OC)cc2)ccc1=O (configuration not stated)

Assay by compound,7,8,9,10,11,12
G6PDH counter,8,2,6,3,-5,16
TNAP inh hi DEA,-6,-7,-9,1,-2,-3
HMGR II inh,-7,0,-3,-6,1,-4
Diaphorase inh,12,5,10,2,11,-12
TNAP act hiacc,1.1,1.1,1.1,1,1,1
TNAP inh noacc,-12,-14,-7,1,-9,3
FLuc act counter,1,1.1,1.1,1,1,1
Diaph act CS,0.9,1,0.9,1,0.9,1.1
PMI act,1,1,1.1,1,1,1.1
PMI act satM6P,1,1.1,1.1,1,1,1.1

13	O=C(CC1(O)C(=O)Nc2ccccc21)c1cccnc1 (configuration not stated)
14	O=C(Nc1ccc2c(c1)OCO2)c1ccncc1
15	NNC(=O)c1ccncc1
16	COc1ccccc1N(CN1C(=O)c2ccccc2C1=O)C(=O)c1cccc(C)c1
17	O=S(=O)(c1ccc(Cl)cc1)N1CCNCC1
18	CCCCC(c1nnnn1CC1CCCO1)N1CCN(c2cccc(C)c2C)CC1 (configuration not stated)

Assay by compound,13,14,15,16,17,18
G6PDH counter,1,1,14,1,-2,-4
TNAP inh hi DEA,-4,-3,-5,-4,-7,-2
HMGR II inh,-1,6,4,-1,7,-7
Diaphorase inh,6,8,11,8,8,10
TNAP act hiacc,1,1,1.1,1,1.1,1
TNAP inh noacc,-8,-12,-12,-3,-7,-10
FLuc act counter,1.1,1,1.1,1,1,1
Diaph act CS,0.9,0.9,0.9,0.9,0.9,0.9
PMI act,1,1,1.1,0.9,1,1
PMI act satM6P,1.1,1,1.2,1,1,1.1

19	O=C(CN(Cc1ccco1)C(=O)c1cc(=O)[nH]c2ccccc12)Nc1ccccc1Br
20	COC(=O)C1CCCN1S(=O)(=O)c1ccc2ccccc2c1 (configuration not stated)
21	COC(=O)c1cc(NC(=O)c2ccc(Cn3cc(Cl)cn3)o2)cc(C(=O)OC)c1
22	CC(=O)Nc1ccc(C(=O)CSc2nnc(C)o2)cc1
23	CN1CCC(N(C)C(=O)CCc2nc3ccccc3n2-c2ccccc2)CC1
24	CNC(=S)N1CCN(c2ccc(Cl)c(Cl)c2)CC1

Assay by compound,19,20,21,22,23,24
G6PDH counter,3,4,2,9,3,11
TNAP inh hi DEA,-2,-6,-1,-4,-5,-4
HMGR II inh,1,0,-6,-1,-4,-4
Diaphorase inh,11,2,10,10,74*,28
TNAP act hiacc,1,1.1,1,1,1,1
TNAP inh noacc,-6,-13,-4,-2,1,-4
FLuc act counter,1.1,1,1.1,1.1,1.1,1.1
Diaph act CS,0.9,1,0.9,0.9,0.3,0.7
PMI act,1,1.1,0.8,1,1,0.9
PMI act satM6P,1,1,0.8,0.9,0.8,0.9

25	CCC(=O)N/C(N)=N/c1nc(C)c2cc(OC)ccc2n1
26	Cc1ccc(/C(N)=N/OC(=O)CSc2ccccc2)cc1
27	COCCCNC(=O)C(=O)C1C(=O)Nc2ccccc21 (configuration not stated)
28	Cc1cc(NC(=O)CSc2nc3c(cc2C#N)CCCCC3)no1
29	Cc1occc1C(=O)n1nnc2ccccc21
30	COCc1cc(Sc2cccc(Cl)c2Cl)nc(-c2ccccc2)n1

Assay by compound,25,26,27,28,29,30
G6PDH counter,-40,6,9,12,3,4
TNAP inh hi DEA,3,-1,-4,-7,-5,-4
HMGR II inh,-5,4,0,-3,2,3
Diaphorase inh,4,0,4,10,7,20
TNAP act hiacc,1,1,1,1.1,1.1,1
TNAP inh noacc,-16,0,-7,-10,-5,-8
FLuc act counter,0.7,0.9,1.1,1.1,0.9,1.1
Diaph act CS,1,1,1,0.9,0.9,0.8
PMI act,0.9,0.9,0.9,1,0.9,0.8
PMI act satM6P,0.9,0.9,0.9,1,1,0.9

Part of the list above, field by field.
(24) CNC(=S)N1CCN(c2ccc(Cl)c(Cl)c2)CC1
  G6PDH counter: 11	TNAP inh hi DEA: -4	HMGR II inh: -4	Diaphorase inh: 28	TNAP act hiacc: 1	TNAP inh noacc: -4	FLuc act counter: 1.1	Diaph act CS: 0.7	PMI act: 0.9	PMI act satM6P: 0.9
(25) CCC(=O)N/C(N)=N/c1nc(C)c2cc(OC)ccc2n1
  G6PDH counter: -40	TNAP inh hi DEA: 3	HMGR II inh: -5	Diaphorase inh: 4	TNAP act hiacc: 1	TNAP inh noacc: -16	FLuc act counter: 0.7	Diaph act CS: 1	PMI act: 0.9	PMI act satM6P: 0.9
(26) Cc1ccc(/C(N)=N/OC(=O)CSc2ccccc2)cc1
  G6PDH counter: 6	TNAP inh hi DEA: -1	HMGR II inh: 4	Diaphorase inh: 0	TNAP act hiacc: 1	TNAP inh noacc: 0	FLuc act counter: 0.9	Diaph act CS: 1	PMI act: 0.9	PMI act satM6P: 0.9

Further entries follow.
31	CN(C)C(=O)c1ccc(Cl)cc1[N+](=O)[O-]
32	CN1C(=O)C(O)(C2OC(C)(C)CCC2=O)c2ccccc21 (configuration not stated)
33	Cc1c(Cl)c(C(=O)NNC(=S)Nc2ccccc2)nn1C
34	CC(C)CNC(=O)C1CCN(Cc2ccc(OCc3ccccc3)cc2)CC1
35	O=C(c1nc2n(n1)C(c1ccc(Cl)cc1)C=C(c1ccccc1)N2)N1CCOCC1 (configuration not stated)
36	O=C(c1ccc(NC(=O)C2(c3ccccc3)CCOCC2)cc1)N1CCOCC1

Assay by compound,31,32,33,34,35,36
G6PDH counter,9,5,3,7,-46,6
TNAP inh hi DEA,-6,3,-4,-2,-4,-3
HMGR II inh,-7,0,-2,-8,2,-8
Diaphorase inh,4,9,12,19,15,11
TNAP act hiacc,1.1,1,1,1,1,1
TNAP inh noacc,-12,6,-229,-15,-5,-6
FLuc act counter,1,1,0.8,1,1,1
Diaph act CS,1,0.9,0.9,0.8,0.8,0.9
PMI act,1,1,0.9,1,1.3,0.9
PMI act satM6P,1,1,0.9,1,1.7,1

37	COCCNC(=S)N/N=C(\C)c1ccc2cc(OC)ccc2c1
38	CCn1c(SCC(=O)Nc2ccc(OC)cc2)nnc1-c1ccco1
39	COc1ccc(-c2noc(CCC(=O)NCc3cccnc3)n2)cc1OC
40	CC1CCCCC1NCC#CCOc1ccc(Cl)cc1 (configuration not stated)
41	COc1ccc(/C=C2/S/C(=N/N=C3\CC4CCC3(C)C4(C)C)NC2=O)cc1 (configuration not stated)
42	CNC(=O)c1[nH]cnc1C(=O)N[C@@H](Cc1ccccc1)C(=O)OC(C)(C)C

Assay by compound,37,38,39,40,41,42
G6PDH counter,-9,-2,-2,7,-6,5
TNAP inh hi DEA,3,-1,-5,-5,-4,-1
HMGR II inh,-7,0,0,1,-6,-4
Diaphorase inh,21,0,14,-2,18,18
TNAP act hiacc,1,1,1.1,1.1,1,1
TNAP inh noacc,-2,-12,-11,-12,-8,-1
FLuc act counter,1,1,1,1.1,1.1,1
Diaph act CS,0.8,1,0.9,1,0.8,0.8
PMI act,0.9,1.1,1,1.1,0.9,0.9
PMI act satM6P,0.8,1,1,1.1,0.9,1

Source: PubChem (several laboratories)
